Avidin fluor: green autofluorescence of compounds with avidin beads – biophysical, 488/530 nm, flow cytometry, artefact control, profiling panel; compound fluorescence 488/530 nm; hits give high values; fluorescence (KMESF) at 10 µM; 0.38% of 220,000 active; in the data active = fluorescence above about 47; note: inactives centre near 10
Rac1 wt modul: wildtype Rac1 GTP binding modulators, primary screen, biochemical, GST-Rac1 beads, flow cytometry, multiplex | Ras-related C3 botulinum toxin substrate 1 (Homo sapiens), P63000 | fluorescent GTP binding; actives lie on both sides; 0 = cold GTP competed, 100 = untreated | GTP binding activity (% of control), % at 10 µM | 0.27% of 190,000 active | AID 757, 2007;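 active = GTP binding activity at least 20 points away from the 100% control level, either lower or higher; inconclusive = compound flagged as likely green fluorescent, judged across all proteins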
ABCG2 block: ABCG2 efflux pump inhibitors, primary screen, multiplex with ABCB1, IgMXP3 cells, flow cytometry; inhibition, % at 6.6 µM; AID 1325, 2008; Broad substrate specificity ATP-binding cassette transporter ABCG2 (Homo sapiens), Q9UNQ0; JC-1 efflux; 0.1% of 190,000 active;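 active = inhibition above 80%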;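 note: 0% = DMSO and 100% = nicardipine control wells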
Target sequence (Q9UNQ0 whole entry, looked up): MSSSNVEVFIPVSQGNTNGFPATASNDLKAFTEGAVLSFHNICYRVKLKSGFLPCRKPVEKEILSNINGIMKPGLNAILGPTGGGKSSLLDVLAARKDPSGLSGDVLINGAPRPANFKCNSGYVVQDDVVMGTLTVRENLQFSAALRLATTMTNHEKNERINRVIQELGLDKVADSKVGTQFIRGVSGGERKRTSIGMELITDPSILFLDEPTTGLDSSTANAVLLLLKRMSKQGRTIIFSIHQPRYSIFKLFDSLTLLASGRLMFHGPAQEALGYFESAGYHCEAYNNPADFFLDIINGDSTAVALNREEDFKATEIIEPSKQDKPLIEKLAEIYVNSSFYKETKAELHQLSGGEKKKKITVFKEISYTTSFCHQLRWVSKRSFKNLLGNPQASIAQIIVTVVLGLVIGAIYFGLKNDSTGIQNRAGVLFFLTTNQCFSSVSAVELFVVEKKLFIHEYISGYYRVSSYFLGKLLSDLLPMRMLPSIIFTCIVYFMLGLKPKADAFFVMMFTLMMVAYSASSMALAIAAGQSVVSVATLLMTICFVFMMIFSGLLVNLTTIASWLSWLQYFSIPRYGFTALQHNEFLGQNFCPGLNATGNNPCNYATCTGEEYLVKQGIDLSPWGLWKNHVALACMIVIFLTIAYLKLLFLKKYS
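Test system: IgMXP3 cells (ABCG2) mixed with DDAO far-red-labelled CCRF-Adr cells (ABCB1). Reagent: JC-1 transporter substrate. Compound dosing: single test compound dose, 6.6 µM final. Times: 10 min compound exposure, 25 °C. Detection: flow cytometry of retained JC-1 fluorescence. Read-out basis: efflux inhibition in percent versus controls. Controls: nicardipine and DMSO wells.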
Pf gamet viab: late stage P. falciparum gametocyte viability inhibitors, primary screen, ATP luminescence, HTS; P. falciparum stage V gametocytes, 24 h; inhibition, % at 10.9 µM; 0.065% of 150,000 active;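 active = inhibition above the mean plus 3 SD of compounds within the control limits, set per campaign, cut at about 38% in these data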;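 note: 0% = DMSO wells and 100% = medium only without gametocytes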
Rab7 wt modul: modulators of GTP binding to Rab7, primary screen, biochemical, wildtype, multiplex bead flow cytometry; Rab7 GTPase wild type (dog), Bodipy-FL-GTP binding; GTP binding activity (percent of control), % at 10 µM; 0.055% of 190,000 active; GST-Rab7 beads, fluorescent GTP binding; actives lie on both sides; untreated = 100%, excess cold GTP = 0%;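 active = fluorescent GTP binding to Rab7 beads changed by at least 20 points from the 100% baseline, either direction, mostly lower; inconclusive = compound itself probably fluorescent, or too few beads counted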;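 note: median green fluorescence of bound Bodipy-FL-GTP per Rab7 bead population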
Cdc42 wt GTP: modulators of GTP binding to wildtype Cdc42, primary screen, biochemical, multiplex bead flow cytometry, Bodipy-GTP. GST-Cdc42 beads; actives lie on both sides. percent activity (GTP binding), % at 10 µM. 0.2% of 190,000 active. AID 761, 2007;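 active = percent activity GTP binding at least 20 points away from the 100% baseline, either down as inhibitor or up as activator; inconclusive = compound flagged as likely green fluorescent from well-wide comparison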;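 note: median bead fluorescence of bound Bodipy-FL-GTP at 100 nM; 0% = excess unlabeled GTP control and 100% = no compound control; below 100% means less GTP binding so inhibitor and above means activator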
Target sequence (P60953 whole entry, looked up): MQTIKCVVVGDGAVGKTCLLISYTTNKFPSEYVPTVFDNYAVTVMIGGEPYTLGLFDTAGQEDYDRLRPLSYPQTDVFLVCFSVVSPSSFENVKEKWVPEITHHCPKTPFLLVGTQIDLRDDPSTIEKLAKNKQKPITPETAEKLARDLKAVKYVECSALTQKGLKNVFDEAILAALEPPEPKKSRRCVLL
Rab2 wt GTP: modulators of GTP binding to Rab2A wildtype, primary screen, biochemical, dog, bead-based flow cytometry, multiplex; AID 760, 2007; 0.19% of 190,000 active; GTP binding activity, % at 10 µM; GST-Rab2 wt beads, Bodipy-GTP binding;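 active = GTP binding activity at least 20 points away from 100%, either lowered or raised; inconclusive = signal likely due to the compound's own green fluorescence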;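 note: 0% = beads with excess unlabeled GTP and 100% = no-compound control corrected for plate trend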
ABCB1 block: ABCB1 efflux pump inhibitors, primary screen, cell-based, multiplex, flow cytometry, ABCG2 counter-screen; AID 1326, 2008; 0.067% of 190,000 active; CCRF-Adr cells, JC-1 efflux; inhibition, % at 6.6 µM; ATP-dependent translocase ABCB1 (Homo sapiens), P08183; in the data active = inhibition above about 40%;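 note: 0% = vehicle and 100% = reference inhibitor; higher value means more JC-1 retained so stronger ABCB1 efflux block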
Rac1 mut GTP: GTP binding modulators of activated mutant Rac1, primary screen, biochemical, bead-based flow cytometry, multiplex, fluorescent GTP | GST-Rac1 activated beads; actives lie on both sides; 100% means binding = to untreated wells | percent activity (GTP binding), % at 10 µM | 0.11% of 190,000 active | Ras-related C3 botulinum toxin substrate 1 (Homo sapiens), P63000;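 active = GTP binding at least 20 percentage points away from the 100% baseline, in either direction, so actives lie on both sides; inconclusive = Compound likely fluorescent itself, or too few beads counted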
HRas wt GTP: modulators of GTP binding to HRas wildtype, primary screen, biochemical, bead-based flow cytometry, multiplex. GST-Ras wt beads, Bodipy-FL-GTP binding; actives lie on both sides. GTPase HRas (Homo sapiens), P01112. GTP binding activity, % at 10 µM. 0.14% of 190,000 active. AID 759, 2007;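 active = GTP binding activity at least 20% away from the 100% baseline, either lowered as inhibitor or raised as activator; inconclusive = flagged as likely green fluorescent, judged across all proteins in the well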;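 note: 0% = unlabeled GTP competition control and 100% = no-compound control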
Target sequence (P01112 whole entry, looked up): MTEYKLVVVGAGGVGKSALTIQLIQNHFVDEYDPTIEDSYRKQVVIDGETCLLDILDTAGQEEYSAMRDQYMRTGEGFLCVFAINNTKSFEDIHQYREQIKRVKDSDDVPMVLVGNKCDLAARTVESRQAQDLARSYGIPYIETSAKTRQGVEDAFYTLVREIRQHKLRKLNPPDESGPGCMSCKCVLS
GSH bead fluor: compound fluorescence on glutathione beads, profiling panel, artefact control, biophysical, 488/530 nm, flow cytometry; GSH beads flow cytometry, compound fluorescence 488/530 nm; hits give high values; fluorescence (KMESF) at 10 µM; 0.25% of 190,000 active; AID 1776, 2009; in the data active = fluorescence above about 89;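 note: glutathione beads carrying GST-tagged Bcl family fusion proteins plus one bare bead set; values are compound well signal with DMSO vehicle wells as background; inactives centre near 16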
* = called active by the depositor; ? = inconclusive; · = no result given.

SMILES	Avidin fluor	Rac1 wt modul	ABCG2 block	Pf gamet viab	Rab7 wt modul	Cdc42 wt GTP	Rab2 wt GTP	ABCB1 block	Rac1 mut GTP	HRas wt GTP	GSH bead fluor
O=C(/C=C/c1cccc(Cl)c1)OCc1cn2cc(Cl)ccc2n1	12	91	4	·	94	92	93	0.5	92	91	18
CCC(c1nnnn1CC1CCCO1)N(CCN1CCOCC1)Cc1cc2cc(C)ccc2[nH]c1=O (stereo not given)	·	101	2	-67	96	99	99	0.6	97	100	7
N#Cc1cc2c(nc1SCC(=O)NCc1ccc3c(c1)OCO3)CCCCC2	7	96	2	5	94	99	95	0.5	94	96	62
COC(=O)c1sccc1NC(=O)COc1ccc(Cl)cc1Cl	9	100	12	-11	97	102	99	-0.2	99	99	11
O=C(Nc1cccc(O)c1)C(Cc1ccccc1)N1C(=O)c2cccc3cccc(c23)C1=O (stereo not given)	11	104	-1	0	97	102	101	0.3	101	101	9
O=c1oc2ccccc2cc1-c1nc2c(s1)CCCC2	12	101	55	·	100	102	102	6.7	99	102	30
CNS(=O)(=O)c1cnccc1N1CCN(c2cccc(Cl)c2)CC1	22	103	35	1	102	102	101	0.9	98	101	34
CCC(C)(C)NC(=O)/C=C/c1cccs1	6	100	7	8	96	98	99	-0.1	97	96	11
Cc1cccc(-n2c(-c3csc(C)c3)n[nH]c2=S)c1	7	96	0	·	96	93	96	0.0	97	98	15
Cc1[nH]c2ccc(S(N)(=O)=O)cc2c1C	20	102	2	·	101	102	102	0.8	103	101	18
CCOc1ccc(C(=O)NCC(=O)OCC(=O)c2ccc3c(c2)-c2ccccc2C3)cc1	12	100	6	-11	101	99	96	0.9	97	99	12
Cc1nnsc1Sc1ccccc1	10	102	9	4	108	93	99	0.6	94	99	17
CC1CCc2cccc3c2N1c1cc(C#N)c(C#N)cc1O3 (stereo not given)	27	97	9	·	97	102	97	1.1	96	100	11
CC(=O)N1C(=O)C2(C(C#N)=C(N)Oc3n[nH]c(-c4ccccn4)c32)c2ccccc21 (stereo not given)	12	101	1	·	98	99	98	0.3	98	98	78
O=C(COc1ccc(Cl)cc1)Nc1c(-c2cccs2)nc2ccccn12	13	100	-1	·	98	98	100	0.1	96	97	11
CCn1c(CCC(=O)Nc2nc3c(s2)CCCC3)nc2cc(S(=O)(=O)N(C)C)ccc21	10	94	5	·	92	95	96	1.5	91	94	36
Cc1ccccc1C(=O)NCc1nnc(SCC(=O)N2c3ccccc3Sc3ccccc32)n1C	11	106	4	·	105	100	100	-0.3	99	101	23
O=C(CCl)Nc1cc(SCC(O)CO)cc([N+](=O)[O-])c1 (stereo not given)	9	100	0	-29	98	92	97	-0.1	94	96	20
Cc1nnc(SCC(=O)Nc2cccc(S(=O)(=O)NC3=NCCCCC3)c2)n1Cc1ccccc1	11	101	8	·	94	100	98	1.4	97	96	16
Cc1sc(-c2ccccn2)nc1OC(=O)c1ccc(Cl)cc1	6	105	0	6	100	101	98	0.1	98	100	43
CC(C)CNC(=O)c1ccccc1NC(=O)Nc1ccccc1	10	105	-2	-9	98	102	100	-7.2	101	101	11
CC(C)c1csc2nc3n(c(=O)c12)CCCCC3	11	97	6	·	98	97	97	1.0	96	99	13
C/C(=N\NC(=O)c1cccnc1)c1cc(C)oc1C	4	102	3	13	94	99	102	0.8	98	97	10
CCC(C)NC(=O)COC(=O)c1csc2c1CCCC2 (stereo not given)	6	102	6	3	103	103	99	0.3	101	102	16

Molecules listed so far with an aryl thioether with sulfur outside any ring (five):
SMILES	Avidin fluor	Rac1 wt modul	ABCG2 block	Pf gamet viab	Rab7 wt modul	Cdc42 wt GTP	Rab2 wt GTP	ABCB1 block	Rac1 mut GTP	HRas wt GTP	GSH bead fluor
N#Cc1cc2c(nc1SCC(=O)NCc1ccc3c(c1)OCO3)CCCCC2	7	96	2	5	94	99	95	0.5	94	96	62
Cc1nnsc1Sc1ccccc1	10	102	9	4	108	93	99	0.6	94	99	17
Cc1ccccc1C(=O)NCc1nnc(SCC(=O)N2c3ccccc3Sc3ccccc32)n1C	11	106	4	·	105	100	100	-0.3	99	101	23
O=C(CCl)Nc1cc(SCC(O)CO)cc([N+](=O)[O-])c1 (stereo not given)	9	100	0	-29	98	92	97	-0.1	94	96	20
Cc1nnc(SCC(=O)Nc2cccc(S(=O)(=O)NC3=NCCCCC3)c2)n1Cc1ccccc1	11	101	8	·	94	100	98	1.4	97	96	16

Next part
SMILES	Avidin fluor	Rac1 wt modul	ABCG2 block	Pf gamet viab	Rab7 wt modul	Cdc42 wt GTP	Rab2 wt GTP	ABCB1 block	Rac1 mut GTP	HRas wt GTP	GSH bead fluor
Cc1ccc(S(=O)(=O)c2cccc(S(=O)(=O)N3CCOCC3)c2)cc1S(=O)(=O)N1CCOCC1	11	99	3	9	98	102	100	0.8	99	100	25
COc1ccc(/C(O)=C2\C(=O)C(=O)N(Cc3ccco3)C2c2ccc(OC)cc2OC)cc1 (stereo not given)	25	96	0	·	95	94	95	0.2	91	95	20
Cc1cccc(NC(=O)c2cccs2)n1	9	104	1	13	99	105	102	0.2	101	103	7
CCc1nc(Nc2ccc(OC)c(OC)c2)c2nnn(Cc3ccccc3Cl)c2n1	32	96	5	·	97	97	94	2.0	98	96	22
Cc1nc2cc(N3CCN(C)CC3)c(NC(=O)Cc3ccccc3)cc2c(=O)n1Cc1ccccc1	9	96	6	·	95	97	96	1.4	94	97	65
CCOC(=O)N1CCN(CC(O)COCCC23CC4CC(CC(C4)C2)C3)CC1 (stereo not given)	12	112	0	15	99	101	97	0.0	95	100	52
CC(=O)Nc1ccc(S(=O)(=O)N=S(C)(C)=O)cc1	15	103	0	·	94	99	101	0.2	102	104	12
CCOC(=O)C1=C(CC)Nc2ccccc2N/C1=N\S(=O)(=O)c1cc(Br)ccc1Br	11	94	0	20	102	92	95	0.2	90	95	65
COc1ccc(-c2nn(-c3ccccc3)cc2/C=N/Nc2ccccn2)cc1OC	6	103	-2	19	96	99	94	4.8	98	95	9
c1csc(CNCCN2CCOCC2)c1	9	103	-9	·	100	100	99	-2.4	99	97	35
COC(=O)c1c(-c2ccc(F)cc2)csc1NC(=O)C1CCCO1 (stereo not given)	8	95	8	-5	92	103	96	0.7	98	95	15
COc1cccc(-c2nnc3sc(-c4ccccc4)nn23)c1	6	98	6	10	97	97	96	0.7	98	97	61
COCCCNC(=O)COC(=O)c1ccc(-c2nc3ccccc3s2)s1	11	98	10	-2	106	95	98	0.1	93	98	12
CCC(C)c1ccc(NC(=S)NCCn2cc(Cl)cn2)cc1 (stereo not given)	6	98	5	-7	97	97	97	0.8	95	98	21
Cc1cc(C)nc(Nc2ccc(C(=O)O)cc2)n1	11	106	0	·	106	103	102	0.0	99	103	55
CC(C)Cn1c(SCC(=O)NC(=O)NC2CCCC2)nc2ccccc21	6	97	1	-9	96	97	98	0.5	98	97	4
CCCN1CCN(C(=O)c2ccccc2-c2nc3ccccc3s2)CC1	8	100	4	20	97	96	98	0.7	96	96	16
C=CCNS(=O)(=O)c1ccc(N2C(=O)c3ccccc3C2=O)cc1	10	100	4	3	100	95	95	0.5	94	101	10
COC(=O)CSC1=C(C#N)C(c2sccc2C)CC(=O)N1 (stereo not given)	4	104	2	·	106	104	102	0.6	100	103	21
O=C(OCC(=O)N1CCc2ccccc21)c1cccnc1	12	100	0	·	95	101	100	0.0	100	102	21
COc1ccccc1N=C1SCC(=O)N1c1ccccc1OC	16	104	0	·	100	99	99	-0.1	99	101	20
Cc1csc(NC(=O)C2CCN(C(=O)CSc3nnc(C)n3Cc3ccccc3)CC2)n1	6	95	-4	-6	98	92	92	-2.3	90	94	36
CN(CCOc1ccccc1)C(=O)c1ccc(OC2CCN(C(=O)C3CC3)CC2)cc1	6	100	-1	-10	95	95	94	0.3	95	95	27
O=C(Nc1cnc2ccccc2c1)C1COc2ccccc2O1 (stereo not given)	20	106	16	·	98	101	97	1.2	100	99	15
CSc1cccc(NC(=O)CN(c2cccc(C)c2)S(C)(=O)=O)c1	11	104	17	-18	105	102	99	-1.4	99	102	36
O=c1c(/C=N/Nc2ccccc2)c(Sc2nnnn2-c2ccccc2)nc2ccccn12	19	?	8	2	?	?	?	4.6	?	?	22
COCCNC(=O)c1cc2nc(-c3ccccc3)cc(C)n2n1	12	99	7	·	102	97	98	0.4	98	99	11
O=C(NN1CCN(Cc2ccccc2)CC1)c1ccc(Cl)cc1	11	101	0	14	96	97	96	0.1	96	98	16
COc1ccc(/C=N\NC(=O)c2ccc(Cn3cc(Br)c([N+](=O)[O-])n3)o2)c(OC)c1C	10	95	2	·	93	90	95	1.5	94	93	13
CCOC(=O)Cc1nnc(Nc2cccc(C)c2)c2ccccc12	14	106	60	·	105	98	101	0.6	98	103	27
CCOc1ccc2c(CC)cc(=O)oc2c1OCC	4	106	8	2	105	100	100	1.7	104	103	8
O=C(Nc1ccc(OC(F)(F)F)cc1)Nc1cccc([N+](=O)[O-])c1	22	105	40	16	102	101	100	-0.3	102	102	11

One compound at a time, as listed above.
Shown for COc1ccc(/C=N\NC(=O)c2ccc(Cn3cc(Br)c([N+](=O)[O-])n3)o2)c(OC)c1C : Avidin fluor = 10; Rac1 wt modul = 95; ABCG2 block = 2; Pf gamet viab = ·; Rab7 wt modul = 93; Cdc42 wt GTP = 90; Rab2 wt GTP = 95; ABCB1 block = 1.5; Rac1 mut GTP = 94; HRas wt GTP = 93; GSH bead fluor = 13
Shown for COCCNC(=O)c1cc2nc(-c3ccccc3)cc(C)n2n1 : Avidin fluor = 12; Rac1 wt modul = 99; ABCG2 block = 7; Pf gamet viab = ·; Rab7 wt modul = 102; Cdc42 wt GTP = 97; Rab2 wt GTP = 98; ABCB1 block = 0.4; Rac1 mut GTP = 98; HRas wt GTP = 99; GSH bead fluor = 11

Assay outcomes (PubChem)
